HTR5A ag ctr – HTR5A agonism, opioid heterodimer counter-screen. P47898. HTR5A agonist assay, luminescence, cell-based. activation, % at 9.3 µM. 340,000 compounds, 0.61% hits. AID 504692; in the data active means activation mostly above about 9.5%, no sharp cut-off; inactive means mostly below about 7.6%;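 further: 0% = cells with vehicle only and 100% = reference agonist; strong numbers were not always called active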
MITF TRPM1 HTS – MITF TRPM1 promoter activation in melanoma cells. SK-MEL-5 TRPM1-promoter luciferase, 24 h; % of positive control, neutral wells = 0. activation, % at 12.5 µM. 300,000 compounds, 0.75% hits. AID 588334;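 active means mean activation of at least 80% with every replicate also reaching 80%; inconclusive means mean reaches 80% but some replicate falls short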;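 further: 0% = neutral control wells and 100% = parthenolide positive control wells; values of inactives mirror those of a sister screen read the other way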
dFosB act – enhances mouse delta FosB homodimer DNA binding. P13346. activation, % at 25 µM. purified delta FosB, TAMRA-CDK5 oligo fluorescence polarization; percent of positive-control signal above neutral wells. 340,000 compounds, 0.99% hits;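 active means mean activation above about 17%, with every replicate also reaching it, limit read from the data, passing the limit was not always enough; inconclusive means only one of the two conditions met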;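 further: fluorescence polarization rise as delta FosB binds a TAMRA Cdk5 AP-1 oligo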
cardiac RTF act – cardiac RTF calcium sensitization; P19429+P45379; IANBD-labeled TnC RTF fluorescence at EC20 calcium; 0% EC20 calcium, 100% full calcium; activation, % at 7.2 µM; 340,000 compounds, 0.24% hits; AID 493008;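 active means activation above the mean over all tested compounds plus 3 SD, cut at about 30% in these data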;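 further: rise in fluorescence read as greater calcium sensitivity of cardiac thin filaments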
Wnt act – activates Wnt/beta-catenin signaling in a reporter cell assay | activator, plate reader | activation, % at 9.35 µM | 300,000 compounds, 1.2% hits | AID 743398; in the data active means activation above about 30%, passing the limit was not always enough; inconclusive means no clear call, values can overlap the other calls;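 further: 0% = neutral control wells and 100% = positive control wells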
Rtt109 HAT inh – blocks Candida albicans Rtt109/Vps75 acetyltransferase activity | Q5AAJ8 | purified Rtt109/Vps75, ThioGlo CoA-SH fluorescence, 4 h | inhibition, % at 34.9 µM | 330,000 compounds, 0.16% hits | AID 540336;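 active means inhibition of at least 50% in every replicate; inconclusive means best replicate reaches 50% inhibition but some replicates fall short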
Target sequence (Q5AAJ8 whole entry, looked up): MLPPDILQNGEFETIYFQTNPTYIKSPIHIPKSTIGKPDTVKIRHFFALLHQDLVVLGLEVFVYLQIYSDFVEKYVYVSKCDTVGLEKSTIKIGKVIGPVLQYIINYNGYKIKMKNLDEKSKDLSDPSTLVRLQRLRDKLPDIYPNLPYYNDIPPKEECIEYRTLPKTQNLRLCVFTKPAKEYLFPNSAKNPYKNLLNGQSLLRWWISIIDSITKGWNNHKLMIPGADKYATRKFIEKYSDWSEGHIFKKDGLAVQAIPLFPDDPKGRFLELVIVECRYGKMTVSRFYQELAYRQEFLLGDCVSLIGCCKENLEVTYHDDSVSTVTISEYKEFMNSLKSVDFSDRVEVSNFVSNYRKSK
SR-BI uptake up – enhances SR-BI lipid uptake from DiI-HDL; CHO ldlA[mSR-BI] cells, DiI-HDL uptake fluorescence, 3 h; 100 = double the neutral-control signal; activation, % at 12.5 µM; 320,000 compounds, 0.096% hits;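 active means mean replicate activation of at least 60% and every replicate at or above 60%; inconclusive means mean or all-replicate condition met, but not both; inactive means mean below 60% and not all replicates reaching 60%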;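 further: 0% = median plate neutral-control signal and 100% = twice that signal; values of inactives mirror those of a sister screen read the other way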
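Material – SR-BI-overexpressing, LDLR-lacking CHO cells · Medium – BSA-supplemented, HEPES-buffered Ham's F12, pH 7.4 · Doses – single concentration · Times – compound with DiI-HDL co-incubation, 3 h at 37 °C · Measured by – bottom-read fluorescence, 550/595 nm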
SR-BI DiI inh – blocks mouse SR-BI lipid uptake from DiI-HDL; ldlA[mSR-BI] CHO cells, DiI-HDL uptake fluorescence, 3 h; inhibition, % at 12.5 µM; 320,000 compounds, 0.96% hits; AID 488896;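 active means mean replicate inhibition of at least 70% and a set share of replicates each scoring 70 or more; inconclusive means meets just one of the two criteria; inactive means fails both criteria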;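 further: 0% = median of neutral control wells and 100% = median of positive control wells; values of inactives mirror those of a sister screen read the other way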
Target sequence (Q61009 whole entry, looked up): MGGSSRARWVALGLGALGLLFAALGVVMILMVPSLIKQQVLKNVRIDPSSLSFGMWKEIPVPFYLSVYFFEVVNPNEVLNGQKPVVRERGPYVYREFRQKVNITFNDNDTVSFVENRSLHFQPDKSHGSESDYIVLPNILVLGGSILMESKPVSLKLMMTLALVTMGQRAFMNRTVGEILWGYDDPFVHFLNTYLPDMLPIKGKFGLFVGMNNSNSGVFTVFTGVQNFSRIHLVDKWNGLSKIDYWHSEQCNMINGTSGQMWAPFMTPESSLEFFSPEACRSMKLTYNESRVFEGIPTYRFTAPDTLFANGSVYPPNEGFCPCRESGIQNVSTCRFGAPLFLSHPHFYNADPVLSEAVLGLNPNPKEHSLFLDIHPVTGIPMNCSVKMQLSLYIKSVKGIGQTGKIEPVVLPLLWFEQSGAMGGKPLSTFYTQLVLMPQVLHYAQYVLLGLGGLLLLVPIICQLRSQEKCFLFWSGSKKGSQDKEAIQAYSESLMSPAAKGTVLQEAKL
CDK5 inh – CDK5/p35 (human) kinase inhibition; Q00535+Q15078; Recombinant CDK5/p35, ADP-Glo luminescence, 60 min; inhibition, % at 10 µM; 330,000 compounds, 0.01% hits;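 active means highest replicate inhibition of at least 50% and at least 75% of replicates reaching 50%; inconclusive means only one of the two criteria met; inactive means both criteria failed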;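 further: plate controls were DMSO neutral control for no effect and GW8510 at 10 µM for full effect; many of its hits are not listed in these tables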
PvdQ inh – blocks Pseudomonas aeruginosa PvdQ acylase activity | inhibition, % at 10 µM | purified PvdQ acylase, fluorescence plate reader | 340,000 compounds, 0.063% hits; in the data active means inhibition above about 30%, passing the limit was not always enough; inconclusive means no clear call, values can overlap the other calls;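 further: 0% = vehicle neutral wells and 100% = reference inhibitor wells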
The depositor's hits bear a star; ? = inconclusive; . = no result given.

SMILES | HTR5A ag ctr | MITF TRPM1 HTS | dFosB act | cardiac RTF act | Wnt act | Rtt109 HAT inh | SR-BI uptake up | SR-BI DiI inh | CDK5 inh | PvdQ inh
NCCCC[C@H](N)c1nnc([C@H](CCC(=O)O)NC(=O)C2CCNCC2)o1 | 10 | 18 | -6 | -1 | -1 | -1 | 0 | 0 | 0.8 | -8
Cc1cc(N/N=C/c2ccc(O)c(C)c2O)nc(-c2ccccc2O)n1 | 9 | 12 | 2 | -20 | -18 | -11 | -104 | 104* | -1.2 | -2
O=C(Cn1[nH]c(=O)c2ccccc2c1=O)NNC(=O)c1ccccc1 | -1 | -2 | 3 | -1 | -1 | 2 | . | . | -0.7 | -12
CC1CCCN(CCCNC(=O)CCn2nc(-c3ccccc3)ccc2=O)C1 (stereo not drawn) | 0 | 8 | 4 | 0 | -2 | -4 | 9 | -9 | -1.5 | -9
CCOc1cccc(/C=N/N2C(C)CCCC2C)c1O (stereo not drawn) | -2 | -3 | -4 | -4 | 0 | -2 | -9 | 9 | 1.4 | -12
CC(C)CC(NC(=O)OCc1ccccc1)C(=O)NC(Cc1ccccc1)C(=O)CCl (stereo not drawn) | 11 | . | -14 | -2 | -3 | -2 | 11 | -11 | 0.7 | -21
CC(O)c1ccc(-n2cnnn2)cc1 (stereo not drawn) | 0 | 21 | -6 | 2 | 5 | -4 | 24 | -24 | -0.5 | -20
Cc1cc(=O)oc2c(C)c(OCC(=O)NCCN3CCOCC3)ccc12 | -2 | -2 | -4 | -3 | 3 | -4 | 14 | -14 | 0.9 | -8
CCOc1ccc(C(=O)NC(C(=O)NCc2cccnc2)C(C)C)cc1 (stereo not drawn) | 8 | -34 | 3 | 4 | -3 | -3 | 25 | -25 | 1.1 | -11
CCOC(=O)c1c(CN2CCOCC2)n(-c2ccccc2)c2cc(Br)c(OC)cc12 | 2 | . | -8 | 9 | -9 | 8 | -33 | 33 | -0.1 | -4
CC(C)(CNC(=O)CNC(=O)c1ccccc1F)N1CCOCC1 | 7 | 3 | 1 | -1 | 0 | -3 | 6 | -6 | -1.3 | -11
Cc1cccc(-n2c(CNC(=O)c3ccccc3)nnc2SCC(=O)Nc2nccs2)c1 | -4 | -19 | -4 | 7 | -2 | 2 | 11 | -11 | -0.1 | -1
CN(C)CCCOC(=O)c1ccc(Br)cc1 | 1 | 2 | -2 | -4 | -1 | -8 | 9 | -9 | 0.0 | -13
CC1(C)Cc2cccc(OCC(=O)NCc3cccs3)c2O1 | 2 | 6 | -3 | 3 | -1 | 4 | -17 | 17 | 0.0 | -9
CCN(CC)CCC(=O)NN | 2 | 3 | 1 | -2 | -1 | -1 | 25 | -25 | 0.8 | -10
CCOC(=O)Cn1nnnc1C(C(C)C)N(Cc1cc2c(C)cc(C)cc2[nH]c1=O)C1CCCC1 (stereo not drawn) | 5 | 9 | 3 | 2 | . | -15 | 10 | -10 | 0.6 | -10
COc1cccc(NC(=O)c2ccc(OC(F)(F)F)cc2)c1 | 8 | 107* | 2 | -3 | 37* | 2 | 5 | -5 | 1.0 | -10
COc1ccc(C)cc1NC(=O)c1cc(S(=O)(=O)N2CCOCC2)cn1C | -5 | . | -9 | 3 | -2 | -3 | -54 | 54 | 1.2 | 3
CN(C)CCNC(=O)c1ccc(Cl)s1 | 6 | -6 | -9 | 1 | 0 | 10 | 13 | -13 | -2.6 | 15
O=S(=O)(c1ccccc1)N1N=C(c2ccc(Br)cc2)CC1c1ccco1 (stereo not drawn) | 0 | 7 | -2 | -1 | -2 | -1 | -21 | 21 | 0.0 | -1
Cc1cc(N2C(=O)C3C4c5ccccc5C(c5ccccc54)C3C2=O)no1 (stereo not drawn) | -8 | 2 | -2 | -4 | -6 | 7 | -6 | 6 | 1.4 | 0
Cc1cccc(N2CN(Cc3ccco3)CNC2=S)c1 | -5 | -18 | -3 | -4 | -1 | ? | 22 | -22 | -0.7 | -17
CCOC(=O)N1CCN(C(=O)/C=C/c2ccc(C(C)(C)C)cc2)CC1 | 2 | . | -5 | 5 | -1 | 6 | -27 | 27 | -0.9 | 13
CC(=O)Oc1cccc(N2C(=O)C3C4C=CC(C4=C(C)C)C3C2=O)c1 (stereo not drawn) | 1 | . | -6 | 1 | . | 6 | -6 | 6 | -1.2 | 0
Nc1ccc(C(=O)NC2CCSc3ccccc32)cc1[N+](=O)[O-] (stereo not drawn) | 4 | 6 | -5 | -4 | 6 | -4 | -25 | 25 | -0.2 | -3
O=C(CC(NS(=O)(=O)c1ccc(Cl)cc1)c1ccco1)NCc1ccco1 (stereo not drawn) | 4 | 4 | -4 | -1 | -1 | 16 | 23 | -23 | -1.2 | 7
CCC1CCCCN1CCNC(=O)C1CCCN(S(=O)(=O)c2cccc3nsnc23)C1 (stereo not drawn) | -6 | 2 | -9 | 2 | 0 | 1 | 8 | -8 | -1.0 | -8
CC(C)c1ccc(NC(=O)CCN2C(=O)c3ccc([N+](=O)[O-])cc3C2=O)cc1 | -2 | 4 | -5 | -2 | . | 0 | 9 | -9 | -1.7 | -8
CCOC(=O)C1CCN(C(=O)Cc2ccc(-c3ccccc3)cc2)CC1 | 3 | 0 | -8 | 5 | 0 | -9 | -4 | 4 | -1.0 | -15
Cc1ccccc1OC(=O)n1c(=S)oc2cc(Cl)ccc21 | 1 | . | 1 | 10 | 2 | 7 | 24 | -24 | 3.3 | -6

Complete entries, looked up by structure. Values in the order: HTR5A ag ctr | MITF TRPM1 HTS | dFosB act | cardiac RTF act | Wnt act | Rtt109 HAT inh | SR-BI uptake up | SR-BI DiI inh | CDK5 inh | PvdQ inh
COc1cccc(NC(=O)c2ccc(OC(F)(F)F)cc2)c1 in the list: 8 | 107* | 2 | -3 | 37* | 2 | 5 | -5 | 1.0 | -10
CCOC(=O)Cn1nnnc1C(C(C)C)N(Cc1cc2c(C)cc(C)cc2[nH]c1=O)C1CCCC1 (stereo not drawn) in the list: 5 | 9 | 3 | 2 | . | -15 | 10 | -10 | 0.6 | -10
COc1ccc(C)cc1NC(=O)c1cc(S(=O)(=O)N2CCOCC2)cn1C in the list: -5 | . | -9 | 3 | -2 | -3 | -54 | 54 | 1.2 | 3

Further structures follow:
SMILES | HTR5A ag ctr | MITF TRPM1 HTS | dFosB act | cardiac RTF act | Wnt act | Rtt109 HAT inh | SR-BI uptake up | SR-BI DiI inh | CDK5 inh | PvdQ inh
CCn1c(N2CCN(CC(=O)Nc3cccc(C)c3C)CC2)nc2ccccc21 | 0 | -1 | -11 | -7 | -6 | -15 | -35 | 35 | -1.3 | -1
COc1ccc2cc(/C=N/NC(=O)CSCc3ccc([N+](=O)[O-])cc3)c(Cl)nc2c1 | 0 | -2 | -1 | 7 | 1 | -4 | 3 | -3 | 0.8 | -10
CCOC(=O)C1CCN(C(=O)Cn2cc(C(=O)OC)c3ccccc32)CC1 | 0 | -10 | 3 | -4 | -1 | 7 | 0 | 0 | -3.8 | -13
O=C(C=Cc1ccccc1)c1cccs1 | 2 | 9 | -4 | 5 | 8 | -8 | 0 | 0 | -1.3 | -9
CCCc1cc(C(=O)N2CCCC(N3CCN(c4ccc(F)cc4)CC3)C2)no1 (stereo not drawn) | -1 | -5 | -7 | 0 | 2 | -7 | -15 | 15 | -0.1 | -15
O=C(c1ccccc1-c1ccccc1)N1CCN(c2ccccn2)CC1 | -2 | -1 | -1 | -5 | . | -16 | -3 | 3 | 0.7 | -6
CCN1C(=O)c2cccc3c(S(=O)(=O)NCc4cccnc4)ccc1c23 | 5 | 7 | -6 | -5 | . | 0 | -18 | 18 | -0.2 | -11
COCC(C)n1c(SCC(=O)N(C)C2CCS(=O)(=O)C2)nc2ccccc2c1=O (stereo not drawn) | -2 | 7 | -5 | 6 | -2 | -1 | 10 | -10 | 2.0 | -9
Cc1cnc(C(=O)OCC(=O)NCc2ccc3c(c2)OCO3)cn1 | -1 | 8 | -5 | 0 | 0 | 2 | 10 | -10 | 0.6 | -12
O=C(Nc1cc(Cl)ccn1)C1CCN(S(=O)(=O)c2cccs2)CC1 | 12 | -8 | 1 | -8 | -4 | -4 | -26 | 26 | 0.1 | -5
CCN(CC)CCNC(=O)c1c(C)oc2cc(Br)c(OC)cc12 | 1 | -7 | -6 | -3 | . | -1 | -24 | 24 | 0.0 | 6
COc1cccc(C(=O)n2cnnc2N)c1OC | -1 | -9 | -1 | 2 | 0 | -12 | 25 | -25 | -0.4 | -9
CCOC(=O)C1CCN(C(=O)CN2C(=O)c3ccccc3S2(=O)=O)CC1 | 1 | 1 | 2 | -1 | -3 | 2 | 2 | -2 | -1.3 | 10
O=C(O)CC/C(=C\c1cc2c(cc1Br)OCO2)c1nc2ccccc2s1 | 4 | -6 | -4 | -7 | 0 | -1 | 1 | -1 | 0.1 | -5
OC(COCc1cccs1)CN1CCCCCC1 (stereo not drawn) | 7 | 0 | -8 | -1 | . | 22 | 4 | -4 | -0.3 | -1
O=C(N[C@H](Cc1ccc(Cl)cc1)C(=O)O)OCC1c2ccccc2-c2ccccc21 | -5 | -12 | -8 | 1 | -3 | -3 | 6 | -6 | -2.6 | -7
CN=C1SC(CC(=O)Nc2cccc(C(F)(F)F)c2)C(=O)N1C (stereo not drawn) | -2 | 4 | -11 | 5 | . | 37 | -24 | 24 | 1.6 | 7
O=C(Cc1ccccc1)NN1C(=O)C2C3C=CC(C4CC34)C2C1=O (stereo not drawn) | 4 | 5 | 1 | 4 | -6 | -9 | -9 | 9 | -0.4 | -11
O=C(O)c1cccc(NC(=O)c2ccc3c(c2)C(=O)N(c2ccccc2)C3=O)c1 | 2 | -4 | 5 | -1 | 1 | -4 | 1 | -1 | 0.5 | -16
O=C(CN1CCC(c2nc3ccccc3[nH]2)CC1)NCc1ccc2c(c1)OCO2 | 8 | -7 | -3 | -2 | . | 7 | -22 | 22 | -0.6 | 4
Cc1ccc(NC(=O)c2ccccc2NS(=O)(=O)c2ccc(F)cc2)cc1S(=O)(=O)N1CCCCC1 | 3 | -29 | 0 | 6 | -5 | -2 | -16 | 16 | -1.4 | -13
C(=NN1CCCCCC1)c1ccccc1 | -2 | 21 | -6 | -1 | 9 | -4 | 0 | 0 | 0.7 | -12
C/C(CCc1ccco1)=N/NC(=O)CCC(=O)Nc1ccc(Br)cc1 | -2 | -2 | -5 | -1 | -6 | -3 | -28 | 28 | 0.4 | -16
Cc1ccc(S(=O)(=O)N2CCC(C(=O)Nc3nnc(-c4ccc(F)cc4)s3)CC2)cc1 | 1 | -7 | 7 | -3 | . | -4 | -12 | 12 | 0.4 | -1
CC(CC(=O)Nc1nc2ccccc2[nH]1)c1ccccc1 (stereo not drawn) | 0 | 60 | 0 | 5 | 2 | 6 | 1 | -1 | 0.3 | -9
CCCCn1nnc(NC(=O)COc2ccc(Cl)c(C)c2)n1 | 2 | 6 | -8 | -1 | . | 0 | 16 | -16 | -0.2 | 8
